Screening data: PubChem BioAssay, several laboratories
HTRA1 inh – HTRA1 serine protease inhibitors, primary screen, biochemical, fluorescence polarization, HTS | Q92743 | recombinant HTRA1, FP-rhodamine activity-based probe | inhibition, % at 5.96 µM | 340,000 tested, 0.5% active; in the data active = inhibition above about 36%;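 also: 0% = enzyme with DMSO and 100% = wells lacking enzyme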
Target sequence (Q92743 whole entry, looked up): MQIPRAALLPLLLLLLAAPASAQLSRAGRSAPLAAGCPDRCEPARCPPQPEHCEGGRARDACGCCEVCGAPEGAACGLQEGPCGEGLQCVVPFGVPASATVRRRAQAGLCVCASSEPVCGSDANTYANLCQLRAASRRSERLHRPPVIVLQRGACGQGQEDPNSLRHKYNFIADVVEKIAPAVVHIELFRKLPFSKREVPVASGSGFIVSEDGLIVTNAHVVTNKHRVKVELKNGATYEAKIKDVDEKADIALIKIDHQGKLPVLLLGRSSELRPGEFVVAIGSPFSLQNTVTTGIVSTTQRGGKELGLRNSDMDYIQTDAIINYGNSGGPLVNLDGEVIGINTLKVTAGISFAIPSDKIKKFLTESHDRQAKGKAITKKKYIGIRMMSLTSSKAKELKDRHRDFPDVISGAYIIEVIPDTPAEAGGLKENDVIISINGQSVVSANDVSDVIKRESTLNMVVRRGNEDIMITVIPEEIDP
PG9 Ab binder – binders of HIV-1 gp120 antibody PG9, primary screen, biochemical, TR-FRET | HIV-1 gp120 / PG9 antibody interaction | TR-FRET gp120-PG9 antibody binding | inhibition, % at 6.7 µM | 360,000 tested, 0.43% active | AID 624416, 2012; in the data active = inhibition above about 8.5%
LEDGF integ inh – blockers of LEDGF/p75-dependent integrase strand transfer – biochemical, TR-FRET, high throughput, primary screen | HIV-1 integrase (with human LEDGF/p75) | AID 743269, 2014 | 370,000 tested, 0.64% active | TR-FRET IN-LEDGF/p75 DNA integration, Eu/Cy5 | inhibition, % at 3.7 µM;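 active = inhibition above the screen-wide mean plus 3 SD, cut at about 13% in these data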;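 also: signal is the Cy5 over europium emission ratio at 671 and 618 nm; 0% = plate median of compound wells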
MBD2 DNA inh – inhibitors of MBD2 binding to methylated DNA, primary screen, biochemical, TR-FRET, DNA-binding domain, human | inhibition, % at 4.4 µM | 370,000 tested, 0.31% active | MBD2 binding to methylated oligonucleotide | AID 686964, 2013 | Methyl-CpG-binding domain protein 2 (Homo sapiens), Q9UBB5; in the data active = inhibition above about 13%
mABHD4 FP – ABHD4 inhibitors, primary screen, biochemical, fluorescence polarization, mouse | (Lyso)-N-acylphosphatidylethanolamine lipase (Mus musculus), Q8VD66 | purified mABHD4, FP-Rh probe fluorescence polarization | inhibition, % at 8.92 µM | 370,000 tested, 0.54% active;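 active = inhibition exceeding the mean over every tested compound plus 3 SD, cut at about 30% in these data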;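 also: 0% = plate median of compound wells and 100% = S159A mutant with DMSO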
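Assay system: mouse ABHD4 enzyme, wild type / Also added: fluorescent activity-based probe FP-Rh / Doses: single nominal dose of 8.92 µM, 0.89% DMSO final / Timing: 45 min compound pre-incubation plus 60 min probe step, 25 °C / Signal: FP readout, ex 525 nm / em 598 nm / Control set: S159A mutant/DMSO as 100%, compound-well median as 0%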
UHRF1 binding – UHRF1 methylated DNA binding inhibitors, primary screen, counter-screen for MBD2 inhibitor project, biochemical, TR-FRET, human UHRF1, single concentration | UHRF1 binding to methylated oligo | E3 ubiquitin-protein ligase UHRF1 (Homo sapiens), Q96T88 | inhibition, % at 4.4 µM | 370,000 tested, 0.75% active; in the data active = inhibition above about 21%;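 also: UHRF1 SRA domain binding a hemimethylated CpG hairpin DNA probe; 0% = median of test compound wells and 100% = reference inhibitor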
rCAG binder – binders of r(CAG) RNA repeats, primary screen, biochemical, fluorescence | 370,000 tested, 1.3% active | inhibition, % at 3 µM | r(CAG) RNA repeat, TO-PRO-1 dye displacement fluorescence;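 active = inhibition above the plate cutoff, the mean of all test compounds on that plate plus 3 SD, cut at about 35% in these data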;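 also: 0% = DMSO alone and 100% = 100 µM mitoxantrone as full dye displacement; higher means more dye released from RNA so lower well fluorescence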
PRMT1 inh – PRMT1 methyltransferase inhibitors, primary screen, biochemical, fluorescence polarization | AID 652257, 2013 | Protein arginine N-methyltransferase 1 (Homo sapiens), Q99873 | recombinant PRMT1, activity-based probe fluorescence polarization | 370,000 tested, 1.3% active | inhibition, % at 2.79 µM;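 active = inhibition above about 21% made by adding two undisclosed values, limit read from the data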
NR1D1 modulator – modulators of Rev-erb alpha DNA binding, primary screen, biochemical, FITC-DNA, fluorescence polarization, uHTS | Nuclear receptor subfamily 1 group D member 1 (Homo sapiens), P20393 | Rev-erbα–FITC-DNA binding, 90 min | activity, % at 10 µM | 370,000 tested, 0.79% active;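 active = activity above about 14%, limit read from the data; passing the limit was not always enough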;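 also: 0% = DMSO wells with 35 nM protein and 100% = DMSO wells with 750 nM protein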
Target sequence (P20393 whole entry, looked up): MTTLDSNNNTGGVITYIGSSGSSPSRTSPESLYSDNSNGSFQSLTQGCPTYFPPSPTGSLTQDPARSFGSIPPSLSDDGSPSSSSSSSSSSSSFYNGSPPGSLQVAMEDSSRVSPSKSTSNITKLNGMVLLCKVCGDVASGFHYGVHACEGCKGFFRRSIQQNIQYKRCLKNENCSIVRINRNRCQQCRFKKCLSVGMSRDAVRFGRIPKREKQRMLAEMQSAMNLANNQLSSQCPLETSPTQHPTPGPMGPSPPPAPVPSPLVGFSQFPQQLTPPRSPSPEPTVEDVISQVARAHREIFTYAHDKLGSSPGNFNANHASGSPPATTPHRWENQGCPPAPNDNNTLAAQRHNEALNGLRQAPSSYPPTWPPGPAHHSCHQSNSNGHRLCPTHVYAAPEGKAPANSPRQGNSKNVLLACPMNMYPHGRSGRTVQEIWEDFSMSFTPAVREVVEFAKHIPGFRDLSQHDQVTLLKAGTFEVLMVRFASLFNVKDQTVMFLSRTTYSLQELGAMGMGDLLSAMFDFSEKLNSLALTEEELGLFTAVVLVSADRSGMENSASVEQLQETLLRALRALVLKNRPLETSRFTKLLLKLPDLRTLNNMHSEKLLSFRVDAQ
TCR CD3 inh – inhibitors of human TCR-CD3 interaction, primary screen, biochemical, fluorescence, TAMRA-labeled TCR probe | 360,000 tested, 0.37% active | T-cell receptor (TCR) | AID 651800, 2012 | inhibition, % at 9.4 µM; in the data active = inhibition above about 19%;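 also: recombinant mutant TCR 2C K166C tagged with TAMRA read by polarization; 0% = receptor in buffer alone and 100% = receptor with positive control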
Numbers without * were called inactive; . = no result given. Only part of the results is shown. The share of hits here may be higher or lower than overall.

The first 3 entries as a preview:
SMILES | HTRA1 inh | PG9 Ab binder | LEDGF integ inh | MBD2 DNA inh | mABHD4 FP | UHRF1 binding | rCAG binder | PRMT1 inh | NR1D1 modulator | TCR CD3 inh
COCCCN(C(=O)c1cc(C)oc1C)c1c(N)n(CC(C)C)c(=O)[nH]c1=O | 9.5 | 1.3 | 0.5 | -3.7 | -1.9 | -2.1 | 1.3 | 0.9 | -1.1 | 2.9
Cc1ccc(S(=O)(=O)N2[C@@H](Cc3ccccc3)CO[C@H]2CC(=O)OCc2ccccc2)cc1 | . | -0.5 | 3.0 | -5.0 | -6.0 | -3.1 | 10.0 | 0.5 | -1.9 | 5.8
O=C(CCN1C(=O)/C(=C/c2ccccc2Cl)SC1=S)NCCCN1CCOCC1 | -15.8 | -0.2 | -3.3 | -5.0 | -56.9 | -11.9 | 4.0 | 15.4 | -1.2 | -17.6

The list itself, previewed entries included:
SMILES | HTRA1 inh | PG9 Ab binder | LEDGF integ inh | MBD2 DNA inh | mABHD4 FP | UHRF1 binding | rCAG binder | PRMT1 inh | NR1D1 modulator | TCR CD3 inh
COCCCN(C(=O)c1cc(C)oc1C)c1c(N)n(CC(C)C)c(=O)[nH]c1=O | 9.5 | 1.3 | 0.5 | -3.7 | -1.9 | -2.1 | 1.3 | 0.9 | -1.1 | 2.9
Cc1ccc(S(=O)(=O)N2[C@@H](Cc3ccccc3)CO[C@H]2CC(=O)OCc2ccccc2)cc1 | . | -0.5 | 3.0 | -5.0 | -6.0 | -3.1 | 10.0 | 0.5 | -1.9 | 5.8
O=C(CCN1C(=O)/C(=C/c2ccccc2Cl)SC1=S)NCCCN1CCOCC1 | -15.8 | -0.2 | -3.3 | -5.0 | -56.9 | -11.9 | 4.0 | 15.4 | -1.2 | -17.6
O=C(OCc1ccccc1)N1CCCC2CC1c1ccccc12 (stereo not given) | -14.5 | 2.1 | 0.4 | -5.7 | -5.1 | -3.9 | -2.2 | -1.9 | 7.1 | 4.7
CN=C(NC#N)SCC(=O)c1ccc(Cl)cc1Cl | -1.8 | -1.1 | -0.7 | -4.1 | 9.9 | 3.7 | 1.1 | 0.2 | 0.8 | -3.2
O=c1ccn([C@@H]2O[C@H](CNS(=O)(=O)C3CC3)[C@@H](O)[C@H]2O)c(=O)[nH]1 | 6.9 | -0.8 | 0.3 | -1.8 | 5.2 | -0.3 | 0.3 | 2.1 | -5.2 | 3.1
N#Cc1nc(N)nc(N(c2ccccc2)c2ccccc2)n1 | -1.2 | -0.6 | 2.4 | 1.5 | 0.7 | -1.1 | -3.2 | 3.3 | 5.3 | -4.6
COC(=O)[C@H](C)NC(=O)NCc1ccccc1F | 5.6 | 0.6 | -1.8 | 0.5 | 4.2 | -2.0 | -1.0 | -0.2 | -8.2 | 4.7
NC(=O)NC(=O)COC(=O)CCCSc1nc2ccccc2s1 | -1.7 | -2.2 | 6.4 | 0.6 | -9.0 | -1.9 | -2.5 | -1.7 | -3.6 | 1.2
NS(=O)(=O)c1ccc(CCNC(=O)c2cncc(Br)c2)cc1 | 2.9 | 1.4 | 2.9 | -7.5 | -6.0 | 0.6 | -1.1 | -1.2 | -2.1 | -6.0
Cc1cc(-n2c(C)cc(C(=O)CN3C(=O)NC4(CCCC4)C3=O)c2C)no1 | -2.9 | 1.5 | 3.0 | -6.0 | 0.8 | -0.7 | 0.8 | -1.9 | 1.1 | 3.4
CNC(=O)Nc1ccc2nc(C)sc2c1 | 1.9 | -0.3 | -1.7 | -3.9 | 2.6 | 0.3 | 0.3 | -0.9 | -6.0 | 1.9
Cc1ccc(NC(=O)C(=O)NNC(=O)c2ccccc2C)cc1Cl | 0.8 | 1.8 | 2.2 | -4.7 | -3.3 | 0.8 | 3.2 | -0.8 | -2.7 | 3.2
O=C1CC(N2CCN(c3ccccc3)CC2)C(=O)N1c1cccc(Cl)c1 (stereo not given) | 1.1 | -2.5 | 0.8 | -2.6 | 3.6 | -1.5 | -3.4 | 11.7 | -4.2 | 6.0
C=CCOc1ccc(/C=C/C(=O)OCC(=O)NCC2CCCCC2)cc1 | -3.6 | 0.7 | -1.7 | 2.4 | -1.2 | 4.8 | -6.9 | -0.7 | -2.2 | -9.6
COc1ccc(CNC(=O)C2CCN(S(C)(=O)=O)CC2)cc1 | 4.6 | -1.8 | 4.4 | -0.7 | -1.9 | 4.9 | 0.6 | -5.3 | -5.8 | -14.4
COc1ccc(CNC(=O)CN(Cc2ccc(OC)cc2)C(=O)c2csnn2)cc1 | -2.4 | 0.0 | 2.3 | 6.4 | 1.4 | 2.0 | -5.3 | -1.5 | -1.4 | 7.6
COc1cc(NC(=O)Cn2c([N+](=O)[O-])cnc2C)c(OC)cc1Cl | 2.6 | -1.9 | -3.6 | 3.2 | -3.7 | 1.9 | -0.2 | 6.4 | -6.6 | -4.5
COC(=O)C[C@@H]1CC[C@@H]2[C@@H](COc3ccc(NC(=O)Nc4cccc(Cl)c4)cc3C(=O)N2C)O1 | . | . | -3.8 | -5.5 | 4.2 | 0.4 | 6.2 | 2.2 | 10.3 | .
Cc1ccc(C)c(N(CC(=O)NCCc2ccccc2)C(=O)CCC(=O)Nc2ccccn2)c1 | 0.3 | -0.1 | -0.2 | -2.1 | 5.2 | -2.1 | -3.2 | 4.9 | 2.5 | 1.4
CN(C)S(=O)(=O)c1cc(NC(=O)[C@H](Cc2ccccc2)N2C(=O)c3ccccc3C2=O)ccc1Cl | -61.3 | -1.2 | 1.8 | 5.9 | -26.9 | 9.8 | 13.1 | -1.4 | 2.2 | -5.9
O=C1COc2ccc(C(=O)COC(=O)c3ccc(Cl)cc3[N+](=O)[O-])cc2N1 | 0.1 | 0.4 | 0.1 | -1.2 | -0.2 | 4.9 | 10.1 | -3.5 | -1.6 | -6.2
COc1ccc(OC)c(CCNC(=O)c2ccccc2NC(=O)C2=C(C)OCCS2)c1 | -6.2 | -2.1 | -0.2 | -1.6 | 5.2 | 0.1 | -2.6 | -1.8 | -2.8 | 4.0
Cc1cc(Cl)ccc1OCCCC(=O)N1CCN(C)CC1 | 2.4 | -0.1 | 0.9 | 1.2 | 2.8 | 2.4 | -7.3 | -0.4 | 24.2 | -1.2
OCC1(CCOc2ccccc2)CCN(Cc2ccc3c(c2)OCCO3)CC1 | 1.3 | -0.7 | -0.1 | -6.9 | -0.8 | 2.6 | -7.2 | -6.7 | 9.0 | 1.9
O=C(COC(=O)c1ccc2c(c1)OCO2)Nc1nc(-c2ccccc2)cs1 | -5.1 | -1.2 | -3.0 | 1.3 | 1.7 | -0.9 | 5.1 | -3.4 | -0.7 | 6.4
CCC(=O)Nc1ccc2oc(-c3cccc(C)c3)nc2c1 | -17.7 | 1.5 | 0.4 | -7.2 | -11.9 | -6.6 | -0.1 | 0.7 | -1.0 | -1.7
CC(C)(C)NC(=O)c1ccc2c(c1)N(CC(=O)N1CCN(c3ccc(F)cc3)CC1)C(=O)C(C)(C)O2 | 5.0 | 1.9 | -1.3 | 2.9 | 3.2 | -0.7 | -6.0 | -4.1 | -4.1 | -2.6
CC(=O)C1=C(C)NC(SCC(N)=O)=C(C#N)C1CC(C)C (stereo not given) | -3.6 | 1.3 | 1.7 | -5.2 | 7.6 | -0.5 | -2.7 | 17.2 | 1.6 | 4.4
COc1ccccc1CN1CC(C(=O)NC2(c3ccccc3)CC2)CCC1=O (stereo not given) | 1.8 | -0.1 | -3.3 | 5.5 | 4.0 | -0.5 | -5.9 | 7.9 | -5.7 | -5.1
Cc1ccc(Cl)cc1NC(=O)CN1CCN(C(=O)C2CCCO2)CC1 (stereo not given) | 2.7 | 0.9 | 4.3 | 5.2 | 6.6 | 3.5 | -4.2 | -3.5 | 1.3 | 0.3
Cc1nc(NC(C)C)c2cnn(CCc3ccccc3)c2n1 | -0.9 | 0.0 | -0.5 | 4.1 | 8.8 | -0.5 | -4.5 | -1.6 | -0.2 | -2.9
Cc1ccc(S(=O)(=O)N2CCC(C(=O)OCC(=O)N3C(C)CCCC3C)CC2)cc1C (stereo not given) | -2.8 | -0.9 | -1.6 | 2.1 | -2.0 | -0.9 | -0.3 | -1.2 | -4.0 | 0.5
Cc1nn(CCCC(=O)Nc2c(F)cc(F)cc2Br)c(C)c1[N+](=O)[O-] | 7.6 | 0.8 | 1.4 | 4.0 | 0.6 | 0.1 | -2.1 | 0.7 | 2.5 | -8.8
COc1ccc(C(C)(O)c2nc(-c3ccc(C)c(C)c3)cs2)cc1 (stereo not given) | . | 1.4 | -2.4 | 1.5 | -17.4 | 0.8 | 2.1 | 2.1 | -1.1 | -4.3
CCOC(=O)C1(C)/C(=N/Nc2ccccc2)C(=O)C(=O)N1c1ccccc1 (stereo not given) | -2.5 | 0.2 | 2.0 | 3.8 | 7.9 | 0.5 | 11.1 | 4.2 | 10.0 | 3.4
CNc1c(NS(=O)(=O)c2ccc(Cl)cc2)c(=O)oc2ccccc12 | -5.8 | -3.4 | -1.7 | -0.6 | -2.0 | -1.3 | 2.5 | 0.4 | 4.3 | -0.3
Nc1ncnc2c1ncn2CCNCCc1ccccc1 | -6.4 | -1.1 | 1.0 | -2.0 | -0.7 | 0.6 | 0.2 | -1.9 | 0.2 | 0.6
CCS(=O)(=O)NCCc1cc2c(OC)ccc(OC)c2[nH]c1=O | -6.1 | -1.3 | 0.0 | -1.7 | 6.5 | 18.2 | -0.7 | -2.4 | 6.8 | 1.9
Cc1cnc(NS(=O)(=O)c2ccc(Cl)cc2)c(Br)c1 | 9.8 | -1.4 | -1.2 | -2.9 | 6.6 | -0.5 | 5.5 | -2.5 | -2.5 | 6.1
Cc1ccc(C)c(-n2cc(CNCCCn3cccn3)c(-c3ccccc3)n2)c1 | -44.3 | -1.2 | 2.2 | -0.7 | -0.7 | 0.2 | 1.4 | -2.3 | -3.8 | 2.0
CCCCOc1c(C(=O)Nc2ccccc2)nnn1-c1ccccc1 | -32.5 | -0.4 | -6.1 | 4.8 | -1.2 | -0.9 | -1.1 | 0.0 | 5.8 | 1.1
CC1CC1c1ccc(/C=C(\C#N)C(=O)Nc2cccc(Cl)c2Cl)o1 (stereo not given) | -2.9 | -0.9 | -1.9 | 0.6 | 5.4 | 3.8 | 7.6 | -0.3 | -0.2 | -3.3
O=C(NCc1ccc(Cl)c(Cl)c1)C1CCCC1 | . | -0.1 | -1.1 | 5.5 | -0.7 | 1.5 | -2.7 | 1.8 | -2.2 | -2.5
O=C(Nc1ccccc1C(=O)N1CCCC1)c1ccc(Cl)c([N+](=O)[O-])c1 | -2.0 | -3.9 | -0.9 | 3.0 | -2.0 | 2.1 | -2.5 | 0.2 | -3.9 | -2.3
